Bioassay records from PubChem BioAssay.
IDE cell activ – human IDE activators in live cells, primary screen, fluorescence polarization, HEK cells, FAbeta-B substrate. FAbeta-B cleavage; 0% vehicle, 100% cell-free pure enzyme wells. activation, % at 5.96 µM. hit rate 0.073% among 340,000;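 active = activation above the mean of all tested compounds plus 3 SD, set per screening campaign, cut at about 17% in these data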
IMP-1 inh – IMP-1 metallo-beta-lactamase inhibitors, primary screen, biochemical, epi-absorbance readout, Pseudomonas aeruginosa enzyme; inhibition, % at 5.6 µM; hit rate 0.45% among 290,000; purified IMP-1, nitrocefin hydrolysis, epi-absorbance fluorescence; metallo-beta-lactamase IMP-1 (Pseudomonas aeruginosa);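 active = inhibition above the mean plus 3 SD of all compounds in the same screening run, cut at about 4.5% in these data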;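 note: 0% = IMP-1 with DMSO and 100% = DMSO wells lacking enzyme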
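assay system = purified recombinant IMP-1 metallo-beta-lactamase enzyme | schedule = 15 min preincubation plus 25 min reaction at 25 °C | signal = Epi-absorbance fluorescence, 480 nm excitation, 530 nm emission | read-out basis = percent inhibition from optical density relative to buffer-blank wells | controls = IMP-1 with DMSO as 0%, enzyme-free DMSO as 100%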
UBC9 SUMO inh – inhibitors of in vitro SUMOylation cascade, primary screen, biochemical, HTRF, uHTS | SUMO-conjugating enzyme UBC9 (Homo sapiens), P63279 | HTRF SUMOylation assay, SAE1/SAE2 + UBC9 | AID 2006, 2009 | hit rate 0.36% among 290,000 | inhibition, % at 35 µM; in the data active = inhibition above about 50%, passing the limit was not always enough; note: strong numbers were not always called active
IDE inh – human IDE inhibitors in live cells, primary screen, fluorescence polarization, HEK cells, FAbetaB substrate | FAbetaB cleavage | inhibition, % at 5.59 µM | hit rate 0.41% among 320,000 | AID 434962, 2010;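 active = percent inhibition above the average of all tested compounds plus 3 SD, set per screening campaign, cut at about 16% in these data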;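 note: IDE supplied by intact live HEK cells; FP after avidin binding of uncleaved biotin substrate so inhibition keeps polarization high; 0% = DMSO wells and 100% = 60 µM reference IDE inhibitor Ii1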
PfM18AAP inh – PfM18AAP inhibitors, malaria aminopeptidase, primary screen, biochemical, QFRET, recombinant enzyme; inhibition, % at 7.35 µM; AID 1822, 2009; H-Glu-NHMec fluorogenic cleavage; M18 aspartyl aminopeptidase (Plasmodium falciparum 3D7); hit rate 1.2% among 290,000;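 active = inhibition above the campaign mean inhibition over all tested compounds plus 3 SD, cut at about 28% in these data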;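 note: 0% = plate median of test compound wells and 100% = 2 mM ZnCl2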
HCV NS3 hel inh – inhibitors of HCV NS3 helicase, primary screen, biochemical, Cy5 molecular beacon fluorescence; inhibition, % at 10.9 µM; NS3 helicase DNA unwinding; Hepatitis C virus NS3 helicase; hit rate 0.56% among 290,000;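 active = inhibition above the mean of all tested compounds plus 3 SD, set per campaign, cut at about 35% in these data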;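 note: 0% = DMSO wells and 100% = thioflavine S control wells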
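Material: hepatitis C virus NS3 helicase domain fragment enzyme; measured by: Cy5 fluorescence, 0 and 60 min reads; control set: DMSO and thioflavine S; incubation: 60 min unwinding reaction at 25 °C after ATP addition; read-out basis: % inhibition from 60/0 min fluorescence ratio, DMSO 0%, thioflavine S 100%; repeats: singlicate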
VIM-2 inh – VIM-2 metallo-beta-lactamase inhibitors, primary screen, biochemical, epi-absorbance readout, Pseudomonas aeruginosa enzyme; purified VIM-2, nitrocefin hydrolysis, epi-absorbance fluorescence; inhibition, % at 5.6 µM; hit rate 0.89% among 290,000; AID 1527, 2009;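 active = inhibition above the mean of all tested compounds plus 3 SD, cutoff set per screening run, cut at about 7.5% in these data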;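 note: red hydrolysis product quenches plate fluorescence so inhibitors raise well fluorescence; 0% = enzyme with DMSO and 100% = DMSO without enzyme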
FID counter – compounds displacing fluorescent DNA intercalator, primary screen, artefact control for HCV NS3 helicase inhibitor project, biochemical, FID fluorescence. DNA fluorescent intercalator displacement. inhibition, % at 7.9 µM. hit rate 0.17% among 290,000. AID 1845, 2009; in the data active = inhibition above about 37%;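 note: 0% = vehicle and 100% = reference compound; higher means more ethidium bromide displaced from hairpin DNA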
p-CIP stab down – p/CIP-EGFP fusion destabilizers, primary screen, fluorescence, F442A cells; 16 h; hit rate 0.01% among 290,000; Q05BA5; decrease of EGFP signal, % at 10 µM;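 active = EGFP signal decrease of at least 30% at 10 µM or well 3 SD below plate mean, unless failing retest; inactive = the rest, including hits failing retest or dose response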; note: some compounds called inactive have numbers as strong as hits; many of its hits are not listed in these tables
Target sequence (Q05BA5 1-1403): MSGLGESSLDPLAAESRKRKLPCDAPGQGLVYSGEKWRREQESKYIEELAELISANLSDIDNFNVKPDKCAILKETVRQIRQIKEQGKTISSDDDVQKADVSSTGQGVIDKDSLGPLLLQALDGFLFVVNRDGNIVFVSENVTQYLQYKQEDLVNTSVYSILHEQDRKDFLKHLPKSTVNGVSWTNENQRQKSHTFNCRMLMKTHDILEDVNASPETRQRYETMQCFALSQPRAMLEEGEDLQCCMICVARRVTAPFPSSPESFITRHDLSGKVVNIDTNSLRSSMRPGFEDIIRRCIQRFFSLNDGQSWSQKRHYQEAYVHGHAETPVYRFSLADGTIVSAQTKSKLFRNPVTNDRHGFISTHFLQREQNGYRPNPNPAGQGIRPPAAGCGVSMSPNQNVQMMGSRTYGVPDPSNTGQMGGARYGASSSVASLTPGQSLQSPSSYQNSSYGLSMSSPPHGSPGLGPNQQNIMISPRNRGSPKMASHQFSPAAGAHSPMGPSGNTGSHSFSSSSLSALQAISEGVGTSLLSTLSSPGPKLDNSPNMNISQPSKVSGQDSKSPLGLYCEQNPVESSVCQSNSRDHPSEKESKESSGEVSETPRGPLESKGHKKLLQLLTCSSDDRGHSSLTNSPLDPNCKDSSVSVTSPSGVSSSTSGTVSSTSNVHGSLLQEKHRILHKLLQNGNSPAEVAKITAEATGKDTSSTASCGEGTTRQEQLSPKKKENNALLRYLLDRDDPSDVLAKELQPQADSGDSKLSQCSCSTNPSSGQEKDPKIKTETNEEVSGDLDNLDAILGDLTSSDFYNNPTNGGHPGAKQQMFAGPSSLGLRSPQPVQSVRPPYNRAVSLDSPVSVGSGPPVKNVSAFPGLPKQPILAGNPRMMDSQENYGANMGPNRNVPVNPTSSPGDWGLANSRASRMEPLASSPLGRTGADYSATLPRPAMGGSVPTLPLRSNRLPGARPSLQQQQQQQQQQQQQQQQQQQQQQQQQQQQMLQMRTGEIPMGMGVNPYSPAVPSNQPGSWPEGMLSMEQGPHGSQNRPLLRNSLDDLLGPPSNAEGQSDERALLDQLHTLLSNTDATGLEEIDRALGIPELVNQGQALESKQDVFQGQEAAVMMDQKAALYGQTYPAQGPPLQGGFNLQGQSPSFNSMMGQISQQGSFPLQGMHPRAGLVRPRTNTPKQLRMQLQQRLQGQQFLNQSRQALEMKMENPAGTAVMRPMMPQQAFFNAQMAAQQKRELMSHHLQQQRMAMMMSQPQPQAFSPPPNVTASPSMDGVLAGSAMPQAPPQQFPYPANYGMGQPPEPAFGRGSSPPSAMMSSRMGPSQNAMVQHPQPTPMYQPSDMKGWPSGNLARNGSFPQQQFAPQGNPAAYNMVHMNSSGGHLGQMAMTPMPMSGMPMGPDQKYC
An asterisk follows results filed as active; . = no result given.

Values run as follows: IDE cell activ, IMP-1 inh, UBC9 SUMO inh, IDE inh, PfM18AAP inh, HCV NS3 hel inh, VIM-2 inh, FID counter, p-CIP stab down
COc1ccc(Cc2noc(-c3ccc(C)cc3)n2)cc1
    5, -2.3, 4, 0, 1, -2, -4.5, -9, -10
COC1(OC)N=C(N)C2(C#N)C(c3ccc(F)cc3)C12C#N (stereo unspecified)
    0, -2.7, 1, -5, 0, 2, -1.3, -8, -1
O=c1cc(CSc2ccc(S(=O)(=O)N3CCCCC3)cn2)nc2sccn12
    -7, -0.5, 4, 0, 2, -2, -1.5, 1, -9
Cc1cc(SCC(=O)c2cccs2)n2nc(C)c(-c3ccc(Cl)cc3)c2n1
    3, -4.5, -8, -1, 6, -6, -3.3, -3, -2
CC1(C)OC(=O)C(=CNC(CO)C(=O)O)C(=O)O1 (stereo unspecified)
    2, -2.0, 19, -3, -8, 5, -3.6, -1, 4
COc1ccc(-c2cc3cc(C(=O)O)ccn3c2C(=O)c2ccccc2)cc1
    -2, -3.4, 12, -2, 1, 24, -1.4, -26, -8
C/C(=N\N1C(C)CCCC1C)c1ccccc1O (stereo unspecified)
    0, -5.0, -10, 10, -3, -21, -3.0, -8, -21
O=C(Nc1cccc(F)c1)c1ccco1
    -2, -3.0, 14, 3, -5, 1, -5.9, 8, 2
Cc1c(Cl)cccc1NC(=S)N1CCCN(Cc2ccccc2F)C1
    -5, -1.5, -3, -1, -3, 10, -3.2, -12, -3
COc1ccccc1CN1C[C@@H]2C[C@@H](c3[nH]c4ccc(C)cc4c3C)N3CCC[C@@]23C1=O
    3, -0.9, 5, -2, 2, -2, -2.9, -17, 0
O=C(Nc1nnc(Cc2ccccc2)s1)c1ccco1
    0, -5.6, -7, -1, -8, -6, -4.5, -6, 4
CCC(CC)c1nnc(NS(=O)(=O)Cc2ccccc2)s1
    1, -1.8, -8, -3, 1, 7, -2.0, -25, -3
COc1ccc(C)c2sc(N(CCCN(C)C)C(=O)c3ccc(S(=O)(=O)N(C)C)cc3)nc12
    2, -1.7, 13, 0, 0, -19, -0.3, 12, 7
CCn1c(SC)nnc1C1CCN(S(=O)(=O)c2ccc(OC)cc2)CC1
    4, -1.3, 4, -5, -5, 5, -1.9, -29, -15
COc1ccc(N2C(=O)CC(N3CCN(Cc4ccc5c(c4)OCO5)CC3)C2=O)cc1 (stereo unspecified)
    3, -2.9, -2, 2, -7, 3, -3.5, -9, 16
CCOc1ccc2nc(COC(=O)c3cccs3)c(C(C)=O)[n+]([O-])c2c1
    2, 0.6, 23, -2, 0, 8, 0.3, -9, 7
FC(F)(F)c1ccccc1NC(=S)N1CCCC1
    2, -2.5, 0, 0, 6, -6, -2.0, -9, -7
CC1(C)N=C(SCC(=O)Nc2ccc(Cl)cc2)C(c2ccc(Cl)cc2)=N1
    0, -1.5, -17, 3, 4, 0, -0.7, -3, 10
CCCCn1c(C)nc2c(=O)n(C)c(=O)[nH]c21
    -2, 0.4, 10, 2, 0, -2, -2.0, 1, -4
Cc1c(NS(=O)(=O)c2ccc(NCCN3CCOCC3)c([N+](=O)[O-])c2)c(=O)n(-c2ccccc2)n1C
    -1, -2.8, -10, -1, -6, -8, 0.7, -5, 3
CC(=O)NC1N=C(C)N(c2ccccc2)C1=O (stereo unspecified)
    0, -6.1, 12, 3, 22, -1, -1.9, -1, 0
COc1ccc(C(=O)c2c(C)oc3cc([N+](=O)[O-])c(O)c([N+](=O)[O-])c23)cc1
    -1, -4.9, 13, 1, 5, 19, -4.6, -30, -12
Cc1cc(C)c(S(N)(=O)=O)c(C)c1N(C)S(=O)(=O)c1ccc(Cl)cc1
    2, -1.0, -4, -4, -6, -3, -0.3, -27, -13
COc1cccc(=O)c2c(C)n(CC(=O)c3ccccc3)c(C)c12
    0, 1.5, 4, 6, 2, 58*, 1.0, -19, -6
O=S(=O)(Nc1ncccn1)c1ccc(NC(=S)NCCc2ccccc2)cc1
    6, -1.3, 5, -4, -5, -5, -0.6, -2, 20
CCOC(=O)C(NCCc1ccccc1)(NC(=O)CC)C(F)(F)F (stereo unspecified)
    4, -1.9, -11, 3, -1, 5, -2.2, -6, 10
COc1ccc(-c2cc(=O)[nH][nH]2)cc1
    2, -0.5, 82, 1, 6, 12, -2.0, -19, -2
O=S(=O)(c1ccc(F)cc1)N1CCn2c(nc3ccccc32)C1
    6, -2.6, 30, 2, -4, -8, -3.0, -2, -10
CC(C)(C)C(=O)Nc1nnc(-c2ccccc2)c(-c2ccccc2)n1
    5, -2.1, 16, -3, 0, -6, -2.7, -19, -7
O=C(O)c1ccccc1N/N=C/c1cc(Br)cc(Br)c1O
    8, 0.1, 26, 1, 6, 13, -0.3, -7, 0
CCc1nc(SCc2ccccc2C#N)n[nH]1
    0, -2.4, -3, ., -1, 6, 0.1, 1, 4
CCOC(=O)COc1ccc(S(=O)(=O)NCC2CCCO2)cc1 (stereo unspecified)
    -6, -2.9, -14, 1, 9, -1, -0.7, -1, -4
O=C(COC(=O)CCc1c[nH]c(=O)[nH]1)Nc1ccccc1Cl
    0, -2.5, 5, 7, -11, 11, -1.8, -2, -10
CC(=O)c1cc2c(cc1NC(=O)c1cc(C)nn1-c1ccccc1)OCO2
    5, -2.6, 19, -2, -2, 4, -2.9, -7, -3
COc1ccc(C2CC(c3ccc(Br)cc3)=NN2C(=O)CSC2=NN3CCCC(=O)N=C3S2)cc1 (stereo unspecified)
    8, -2.8, 1, 1, -5, -5, -4.2, -46, -7
Cc1ccc(C(=O)Nc2ncn[nH]2)cc1
    0, -0.6, 15, -4, 28, 7, -3.7, -2, -8
CCCn1c(C)cc(-c2csc(N)n2)c1C
    7, -6.0, 40, 1, 18, 14, -3.7, -5, -18
S=c1[nH]nc(CNc2cccc(Cl)c2)o1
    6, -2.5, 9, -1, 18, 2, -4.9, 0, -18
CC(C)(CN1CCCC1)NS(=O)(=O)c1ccc(Cl)cc1
    4, -1.8, 1, -1, 7, 1, -3.1, 8, -10
CC(=O)c1c(C)[nH]c(C(=O)N(CCc2ccccc2)Cc2ccccc2)c1C
    2, -1.9, 4, -2, 4, 8, -2.3, -16, 3
CC(C)C(=O)NC(C)C(c1cccs1)N1CCN(C)CC1 (stereo unspecified)
    -3, -2.6, 8, 2, -3, 1, -2.4, 6, -4
CSCC[C@H](NC(=O)OC(C)(C)C)C(=O)N/N=C/c1cccc2nccnc12
    5, -3.2, 1, 1, 13, 29, -2.0, -20, -13
COc1ccc(OC)c(C2CC(=O)c3c([nH]c(C(=O)OCC4CCCO4)c3C)C2)c1 (stereo unspecified)
    -2, -3.7, -16, 6, 3, -3, -4.6, -13, 6
CCCN1CN(Cc2ccccc2)CC2=C1CC(C)(C)CC2=O
    4, 0.5, 31, 0, 4, 0, -4.0, -16, -9
COCCCn1c(C)nnc1SCC(=O)Nc1cccc(C)c1
    -2, 1.5, 2, ., 3, 6, -2.7, -6, 2
CCOc1cc(CNc2ccc3c(c2)CCC3)ccc1O
    0, 0.1, 20, 5, 11, -5, -2.3, -1, -1
CCC(=O)Nc1nnc(Sc2ccc(N(C)C)cc2)s1
    4, -0.6, -1, 2, 2, -9, -0.5, -8, 3
CCOC(=O)C1=C(C)NC(=O)NC1c1ccc(NC(C)=O)cc1 (stereo unspecified)
    4, -1.6, 14, 8, 1, 5, 1.7, -3, -19
O=C(O)C1=C[C@@H](c2coc3ccccc3c2=O)C[C@@H](OCCCCO)O1
    1, -2.5, 17, 4, -7, 6, 2.6, -5, -8
COC(=O)c1sccc1NC(=O)c1ccc(C)o1
    -6, -1.0, -1, -4, 2, 10, 4.8, -2, 4
COC(=O)c1cn(C(=O)c2ccc(OC)cc2)c2ccccc12
    5, -0.5, 13, 4, -7, -1, -3.2, -14, -8
COc1ccc(-c2nc(CSCC(=O)N3CCN(C)CC3)c(C)o2)cc1OC
    0, -3.3, 13, 4, -3, -3, 3.0, 3, -5
Nc1c(C(=O)NCCC2=CCCCC2)sc2ccc(S(=O)(=O)N3CCCCC3)cc12
    1, 0.0, -12, -2, 0, -27, -0.9, -24, 4
CCn1cc(CN2CCC(n3nccc3NC(=O)C3CCCC3)CC2)c(C)n1
    5, -2.5, -4, 0, 0, 6, -1.9, -1, -14
O=C(CCSc1nnc2scc(-c3ccccc3)n12)Nc1nc(-c2ccccc2)ns1
    4, -2.1, -14, 0, 5, 0, -3.7, 0, 6
Clc1ccccc1CSc1nnc(-c2cccnc2)n1Cc1ccco1
    -11, -1.8, 27, 8, -47, 4, -4.3, -28, -2
O=C(NNc1ccc(Cl)nn1)c1ccc(Cl)cc1
    -2, -3.8, -4, -1, 38*, 12, -0.1, -9, -8
COc1cccc(OC)c1OCCN1CCN(C(c2ccccc2)c2ccccc2)CC1
    1, -1.9, 0, -2, -10, -76, -2.2, 11, 0
Cc1oc2c(CN3CCCC3)c(O)ccc2c(=O)c1Oc1ccccc1Br
    1, -4.3, 40, 4, 0, -2, -3.4, 13, -17
O=C1CCCC(O)=C1C1C2=C(CCCC2=O)OC2=C1C(=O)CCC2
    2, -1.4, 6, -2, -5, 6, -0.1, -1, -2

Next part
Values run as follows: IDE cell activ, IMP-1 inh, UBC9 SUMO inh, IDE inh, PfM18AAP inh, HCV NS3 hel inh, VIM-2 inh, FID counter, p-CIP stab down
Cc1ccc(-c2n[nH]c(=O)c3ccccc23)cc1S(=O)(=O)Nc1ccccc1
    -8, -2.2, 9, 11, -6, 1, 2.0, -24, -11
CC(=O)OCC(=O)[C@@]1(O)CCC2C3CCC4=CC(=O)CCC4(C)C3C(=O)CC21C (stereo partly specified)
    -3, -1.0, 6, ., 5, 8, -1.9, -20, -6
O=C(Nc1ccc(Cl)cc1)Nc1cccc(C(=O)O)c1
    ., -3.2, -8, 5, 4, -17, -4.0, 8, 2
O=C(Nc1ccon1)C1CCN(S(=O)(=O)c2cccs2)CC1
    5, -1.0, -5, 4, 4, 2, -1.9, 0, -5
CC(C)CCCCCCNC(=S)Nc1ccc(S(=O)(=O)N2CCOCC2)cc1
    3, -3.2, -46, -1, -6, -5, 0.6, -6, 5
O=C(Nc1cccc(Cl)c1)C1COc2ccccc2O1 (stereo unspecified)
    -3, -2.7, 8, -2, 7, 4, -1.4, 2, -10
Cc1cc(S(=O)(=O)Nc2c(C(=O)O)[nH]c3ccccc23)ccc1F
    2, -3.7, 24, 3, -4, 21, -3.1, -14, 1
CC1(C)NC(=O)N(CCCCOc2cccc(C(F)(F)F)c2)C1=O
    6, -2.8, 4, 0, 1, -5, -3.5, -16, 2
CCOC(=O)C1CCN(C(=O)/C(C)=C\c2ccccc2)CC1
    -6, -3.6, -5, 0, -4, -12, -3.3, -24, -19
